APJ agonist – agonists of human apelin receptor APJ, primary screen, CHO-K1 cells, PathHunter beta-arrestin, luminescence; P35414; AID 2520, 2010; activation, % at 20 µM; 0% DMSO wells, 100% apelin; 330,000 compounds, 0.11% hits;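 active = activation more than six SD over the plate average, tested at 20 µM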;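 note: 0% = DMSO alone and 100% = apelin-13 at 10 nM; some results filed as inactive read as strong as hits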
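Test system: CHO-K1 APJ beta-arrestin complementation cell line | Compound: Single test compound dose, 20 µM final, 1% DMSO | Incubation: Compound 90 min 25 °C, reagent 1 h | Measured by: beta-gal luminescence | Read-out basis: APJ–arrestin association signal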
UPR XBP1 act – activators of adaptive XBP1 UPR arm, primary screen, cell-based, CHO-XBP1 luciferase reporter, luminescence, uHTS; IRE1-XBP1 UPR activation; percent of tunicamycin response, DMSO as zero; activation, % at 20 µM; 330,000 compounds, 0.33% hits; AID 463104, 2010;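 active = versus positive control, 20 µM dose yields 30% or more activation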;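 note: 100% = tunicamycin at 10 µg/mL and 0% = DMSO only wells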
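Assay system: IRE1-XBP1 luciferase reporter CHO line. Input: 1000 cells/well. Buffer or medium: F12 with 10% serum. Doses: 20 µM, 1% DMSO. Times: overnight seeding at 37 °C, 6 h compound treatment at 37 °C. Technique: Steady-Glo luciferase glow luminescence, 10 min after reagent addition.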
Mdm2-MdmX inh – inhibitors of human Mdm2-MdmX association, primary screen, cell-based, luminescence, split luciferase, SaOS-2, uHTS; Protein Mdm4 (Homo sapiens) + E3 ubiquitin-protein ligase Mdm2 (Homo sapiens), …; SaOS-2 split-luciferase Mdm2/MdmX complementation; inhibition, % at 8 µM; 330,000 compounds, 3% hits; AID 485346, 2010;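 active = inhibition of at least 50% at 8 µM in the primary screen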
Target sequence (O15151 whole entry, looked up): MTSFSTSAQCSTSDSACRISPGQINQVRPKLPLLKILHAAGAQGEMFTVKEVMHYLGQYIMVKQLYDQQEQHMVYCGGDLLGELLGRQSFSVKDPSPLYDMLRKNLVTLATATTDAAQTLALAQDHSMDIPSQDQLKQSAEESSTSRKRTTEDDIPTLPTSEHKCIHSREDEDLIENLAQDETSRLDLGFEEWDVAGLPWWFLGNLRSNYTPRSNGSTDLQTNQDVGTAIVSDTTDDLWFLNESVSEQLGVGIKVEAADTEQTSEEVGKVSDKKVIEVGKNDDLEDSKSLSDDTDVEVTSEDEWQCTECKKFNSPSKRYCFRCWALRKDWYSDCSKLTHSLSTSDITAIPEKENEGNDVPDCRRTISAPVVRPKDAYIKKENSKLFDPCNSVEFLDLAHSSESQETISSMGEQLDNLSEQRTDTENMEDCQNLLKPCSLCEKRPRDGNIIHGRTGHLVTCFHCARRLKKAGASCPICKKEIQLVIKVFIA
Target sequence (Q00987 whole entry, looked up): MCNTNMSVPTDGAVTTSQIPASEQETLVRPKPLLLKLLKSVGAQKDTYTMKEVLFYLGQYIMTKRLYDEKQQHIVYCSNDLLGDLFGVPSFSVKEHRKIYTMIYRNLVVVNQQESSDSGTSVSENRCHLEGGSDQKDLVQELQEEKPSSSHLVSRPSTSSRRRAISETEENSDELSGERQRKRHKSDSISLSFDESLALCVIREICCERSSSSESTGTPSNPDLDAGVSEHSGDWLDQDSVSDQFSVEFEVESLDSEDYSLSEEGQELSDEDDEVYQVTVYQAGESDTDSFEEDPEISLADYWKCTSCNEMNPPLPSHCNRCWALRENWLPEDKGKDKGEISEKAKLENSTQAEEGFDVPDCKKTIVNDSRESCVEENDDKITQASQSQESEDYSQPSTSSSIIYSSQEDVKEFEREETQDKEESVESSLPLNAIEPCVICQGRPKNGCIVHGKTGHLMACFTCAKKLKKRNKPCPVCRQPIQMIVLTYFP
TIM10 inh – growth inhibitors of isogenic TIM10 control yeast, primary screen, counter-screen for tim10-1 yeast inhibitor project, luminescence, uHTS | AID 463195, 2010 | S. cerevisiae TIM10 strain growth, BacTiter-Glo luminescence, 24 h | 330,000 compounds, 1.4% hits | inhibition, % at 10 µM;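 active = inhibition of 40% or more at the single tested concentration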;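 note: wild-type TIM10 isogenic control strain grown at permissive 25 °C; 0% = DMSO yeast wells and 100% = minimal medium wells without yeast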
tim23-1 inh – growth inhibitors of tim23-1 mutant yeast, primary screen, luminescence, uHTS; inhibition, % at 20 µM; 330,000 compounds, 1.3% hits; S. cerevisiae tim23-1 growth, BacTiter-Glo luminescence, 24 h;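 active = growth inhibition of the mutant yeast at or above 50%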;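 note: temperature-sensitive mutant grown at 25 °C; plate controls were DMSO-treated mutant yeast for no effect and medium wells lacking yeast for full effect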
NR3A LBD binder – binders of NR3A ligand-binding domain, primary screen, biophysical, differential scanning fluorimetry, uHTS; Glutamate receptor ionotropic, NMDA 3A (GRIN3A) ligand-binding domain; NR3A LBD differential scanning fluorimetry, Tm shift; 0% = protein alone, 100% = glycine-bound protein; Tm shift relative to glycine control, % at 25 µM; 340,000 compounds, 2.5% hits;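 active = melting temperature shift of at least 10% of the positive control shift, at one fixed dose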
CHOP UPR activ – activators of apoptotic CHOP UPR arm, primary screen, cell-based, CHO-CHOP luciferase reporter, luminescence, uHTS. UPR activation; percent of tunicamycin response over DMSO baseline. activation, % at 10 µM. 330,000 compounds, 0.34% hits. AID 449763, 2010;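 active = at 10 µM dose, activation of 40% or more, normalized to positive control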;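 note: 100% = tunicamycin at 10 µg/mL and 0% = DMSO alone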
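Evaluation: % reporter activation, DMSO baseline versus tunicamycin full activation; System: CHO-CHOP luciferase reporter cell line; Input: 500 cells/well; Incubation: 6 h compound treatment, 37 °C; Measured by: Steady-Glo luciferase luminescence; Dosing: one dose, 10 µM in 0.5% DMSO; Buffer or medium: F12 medium, 10% FBS; Benchmarks: positive tunicamycin 10 µg/mL, negative DMSO alone.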
tim10-1 inh – growth inhibitors of tim10-1 mutant yeast, primary screen, luminescence, uHTS; S. cerevisiae tim10-1 ts strain growth, BacTiter-Glo, 24 h; inhibition, % at 20 µM; 330,000 compounds, 2.2% hits; AID 463190, 2010;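 active = inhibition of at least 40%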;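 note: mutant grown at 25 °C; 0% = DMSO wells with yeast and 100% = wells holding no yeast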
NLRP3 yeast inh – NALP3 inflammasome inhibitors in reconstituted yeast, primary screen, luminescence, uHTS; Yeast reconstituted NLRP3/ASC/caspase-1, beta-gal luminescence, 24 h; inhibition, % at 10 µM; 330,000 compounds, 0.39% hits;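 active = inhibition of 50% or more; inactive = inhibition below 50%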;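 note: plate controls were induced DMSO wells for no effect and uninduced yeast grown without galactose for full effect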
* hit, by the source's call.

For CCCCC(=O)NC(Nc1nc(C2CC2)cs1)(C(=O)OCC)C(F)(F)F (stereo not given) the results were APJ agonist -2.7, UPR XBP1 act -1.2, Mdm2-MdmX inh 7.6, TIM10 inh 28.0, tim23-1 inh 22.2, NR3A LBD binder 2.1, CHOP UPR activ -0.7, tim10-1 inh 20.2 and NLRP3 yeast inh 6.7.
Screening Cc1cccc(Nc2c([N+](=O)[O-])c(=O)oc3ccccc23)c1 returned APJ agonist 1.0, UPR XBP1 act -3.8, Mdm2-MdmX inh -0.2, TIM10 inh 11.1, tim23-1 inh 4.3, NR3A LBD binder 1.5, CHOP UPR activ -1.3, tim10-1 inh -2.9 and NLRP3 yeast inh 19.2.
Screening COCCCNC(=O)C1CC(=O)N(CCc2ccccc2)C1 (stereo not given) returned APJ agonist -4.7, UPR XBP1 act -0.7, Mdm2-MdmX inh 18.2, TIM10 inh 3.2, tim23-1 inh 6.6, NR3A LBD binder 0.0, CHOP UPR activ -1.2, tim10-1 inh 2.6 and NLRP3 yeast inh -10.7.
Cc1ccc(S(=O)(=O)c2cccc(S(=O)(=O)N3CCOCC3)c2)cc1S(=O)(=O)N1CCOCC1 was read as APJ agonist -1.2, UPR XBP1 act 3.3, Mdm2-MdmX inh 17.5, TIM10 inh 14.2, tim23-1 inh -8.8, NR3A LBD binder -0.9, CHOP UPR activ 2.7, tim10-1 inh 12.9 and NLRP3 yeast inh 16.3.
Screening COCCC(=O)NC12CC3CC(CC(C3)C1)C2 returned APJ agonist 0.0, UPR XBP1 act -0.9, Mdm2-MdmX inh 22.9, TIM10 inh -1.1, tim23-1 inh 3.9, NR3A LBD binder -0.5, CHOP UPR activ -1.0, tim10-1 inh 0.7 and NLRP3 yeast inh 5.0.
Screening Cc1ccc(OCC(=O)N(C)CC(=O)N(CC(C)C)c2c(N)n(CC(C)C)c(=O)[nH]c2=O)c(C)c1 returned APJ agonist -1.2, UPR XBP1 act -0.1, Mdm2-MdmX inh 1.7, TIM10 inh -3.4, tim23-1 inh 13.8, NR3A LBD binder 1.2, CHOP UPR activ 1.8, tim10-1 inh 6.0 and NLRP3 yeast inh 1.5.
Screening O=C(Nc1cc(S(=O)(=O)N2CCCCC2)ccc1N1CCCCC1)C1CC1 returned APJ agonist -2.5, UPR XBP1 act -2.2, Mdm2-MdmX inh 19.0, TIM10 inh 11.7, tim23-1 inh 22.8, NR3A LBD binder -2.0, CHOP UPR activ 0.3, tim10-1 inh 18.3 and NLRP3 yeast inh -2.9.
For COC(=O)Cc1cc(=O)oc2cc(OC)ccc12 the results were APJ agonist -2.3, UPR XBP1 act 0.1, Mdm2-MdmX inh 25.6, TIM10 inh 4.6, tim23-1 inh 2.8, NR3A LBD binder 0.4, CHOP UPR activ -1.0, tim10-1 inh 1.4 and NLRP3 yeast inh -9.9.
CCC(=O)NC(Nc1sc2c(c1C(=O)OC)CCN(C)C2)(C(F)(F)F)C(F)(F)F was read as APJ agonist -4.7, UPR XBP1 act 2.6, Mdm2-MdmX inh -7.6, TIM10 inh -2.0, tim23-1 inh -9.8, NR3A LBD binder -0.9, CHOP UPR activ 2.8, tim10-1 inh 18.5 and NLRP3 yeast inh -2.8.
Screening O=C(CC1NCCNC1=O)Nc1ccc2c(c1)OCO2 (stereo not given) returned APJ agonist -0.4, UPR XBP1 act 0.7, Mdm2-MdmX inh 19.6, TIM10 inh -4.0, tim23-1 inh -4.6, NR3A LBD binder 0.4, CHOP UPR activ -2.5, tim10-1 inh 4.2 and NLRP3 yeast inh 3.9.
O=C(NC1CCCCC1)c1ccccc1NC(=O)C1CC(=O)N(c2ccc(Cl)cc2)C1 (stereo not given) was read as APJ agonist -3.4, UPR XBP1 act 0.3, Mdm2-MdmX inh -1.6, TIM10 inh -1.6, tim23-1 inh -10.4, NR3A LBD binder 0.9, CHOP UPR activ 0.3, tim10-1 inh 6.4 and NLRP3 yeast inh -3.4.
`COc1ccc(C(=O)Nc2ccncc2)c(OC)c1` gave APJ agonist -2.4, UPR XBP1 act 0.1, Mdm2-MdmX inh -12.0, TIM10 inh 10.0, tim23-1 inh -11.4, NR3A LBD binder -1.0, CHOP UPR activ -0.3, tim10-1 inh -20.8 and NLRP3 yeast inh 19.8.
O=C(CSc1ccc2nnc(-c3ccccc3)n2n1)NCC1CCCO1 (stereo not given) was read as APJ agonist 0.5, UPR XBP1 act -5.1, Mdm2-MdmX inh 13.8, TIM10 inh -9.0, tim23-1 inh 6.8, NR3A LBD binder -9.7, CHOP UPR activ -0.6, tim10-1 inh -7.2 and NLRP3 yeast inh -0.4.
`COc1ccccc1C/C(N)=N/OC(=O)c1cccs1` gave APJ agonist 10.2, UPR XBP1 act 4.8, Mdm2-MdmX inh 50.5*, TIM10 inh 58.8*, tim23-1 inh 77.1*, NR3A LBD binder -4.1, CHOP UPR activ -0.4, tim10-1 inh 64.2* and NLRP3 yeast inh 2.1.
For COC(=O)Cc1[nH]c(Cl)nc1C(N)=O the results were APJ agonist -1.5, UPR XBP1 act 5.4, Mdm2-MdmX inh 4.7, TIM10 inh 3.0, tim23-1 inh 9.3, NR3A LBD binder -1.4, CHOP UPR activ -1.6, tim10-1 inh -11.1 and NLRP3 yeast inh -5.0.
For C/C(=N\NC(=O)Cn1c(-c2ccccn2)nc2ccccc21)c1cccc(O)c1 the results were APJ agonist -5.3, UPR XBP1 act -4.5, Mdm2-MdmX inh -33.2, TIM10 inh -4.9, tim23-1 inh 10.2, NR3A LBD binder -1.7, CHOP UPR activ -0.5, tim10-1 inh 10.3 and NLRP3 yeast inh 18.2.
Screening COc1cccc(NC(=O)[C@@H]2CCCN2C(=O)C2CCN(S(=O)(=O)c3ccc(C)cc3)CC2)c1 returned APJ agonist -0.2, UPR XBP1 act 4.3, Mdm2-MdmX inh -10.6, TIM10 inh 6.9, tim23-1 inh 4.9, NR3A LBD binder 7.5, CHOP UPR activ 1.3, tim10-1 inh 6.7 and NLRP3 yeast inh -2.3.
For O=C(CN1C(=O)c2ccccc2C1=O)Nc1sc2c(c1C(=O)NCc1ccco1)CCCC2 the results were APJ agonist -4.8, UPR XBP1 act -2.4, Mdm2-MdmX inh -1.2, TIM10 inh -5.6, tim23-1 inh 1.6, NR3A LBD binder 0.4, CHOP UPR activ -0.1, tim10-1 inh 24.3 and NLRP3 yeast inh 7.6.
Screening CCSc1nnc(NC(=O)CCN2C(=O)C3CCCCC3C2=O)s1 (stereo not given) returned APJ agonist -0.9, UPR XBP1 act -2.1, Mdm2-MdmX inh 16.2, TIM10 inh 6.2, tim23-1 inh 12.8, NR3A LBD binder 0.2, CHOP UPR activ 5.3, tim10-1 inh -6.3 and NLRP3 yeast inh 0.5.
Screening Cc1ccc(S(=O)(=O)N2CCOCC2)cc1C(=O)OC(C)C(=O)c1ccccc1 (stereo not given) returned APJ agonist -1.8, UPR XBP1 act -3.4, Mdm2-MdmX inh 6.0, TIM10 inh 17.1, tim23-1 inh 39.5, NR3A LBD binder 1.9, CHOP UPR activ 1.8, tim10-1 inh 35.5 and NLRP3 yeast inh -6.6.
CCCCC1CCC(C(=O)Nc2ccc(N3CCOCC3)cc2N2CCOCC2)CC1 (stereo not given) was read as APJ agonist -2.6, UPR XBP1 act 0.4, Mdm2-MdmX inh 9.8, TIM10 inh 18.0, tim23-1 inh 40.7, NR3A LBD binder 3.7, CHOP UPR activ -1.9, tim10-1 inh 17.6 and NLRP3 yeast inh 16.5.
`CC(C)(C)c1nc(C(C)(C)C)c(Br)c(=O)[nH]1` gave APJ agonist 2.8, UPR XBP1 act 1.6, Mdm2-MdmX inh 6.6, TIM10 inh -7.1, tim23-1 inh 17.2, NR3A LBD binder -6.7, CHOP UPR activ -1.7, tim10-1 inh -7.0 and NLRP3 yeast inh -3.4.
CC1CN/C(=C\C(=O)c2ccc(Cl)cc2)C(=O)N1 (stereo not given) was read as APJ agonist 0.4, UPR XBP1 act 1.1, Mdm2-MdmX inh -52.4, TIM10 inh -5.7, tim23-1 inh 9.9, NR3A LBD binder -0.8, CHOP UPR activ -2.5, tim10-1 inh 10.5 and NLRP3 yeast inh 22.6.
`CN(C1CCCC1)C1CCN(C(=O)CNC(=O)/C=C/c2ccccc2)CC1` gave APJ agonist -0.8, UPR XBP1 act 0.2, Mdm2-MdmX inh -32.2, TIM10 inh 4.8, tim23-1 inh 9.7, NR3A LBD binder -3.9, CHOP UPR activ -0.5, tim10-1 inh -0.5 and NLRP3 yeast inh 16.6.
`N#CCC(=O)Nc1ccc(C(=O)OCC(=O)NC(=O)NCc2ccco2)cc1` gave APJ agonist -3.3, UPR XBP1 act -0.7, Mdm2-MdmX inh 25.7, TIM10 inh -2.2, tim23-1 inh -4.1, NR3A LBD binder -0.2, CHOP UPR activ 0.9, tim10-1 inh -6.7 and NLRP3 yeast inh 7.9.
`Cc1ccc2nsnc2c1NC(=O)c1cncc(Br)c1` gave APJ agonist -1.1, UPR XBP1 act -1.7, Mdm2-MdmX inh -16.6, TIM10 inh 9.4, tim23-1 inh 14.1, NR3A LBD binder -0.2, CHOP UPR activ 0.5, tim10-1 inh -4.4 and NLRP3 yeast inh 10.7.
`CCn1c(C)nnc1SCC(=O)NC1CCCCCC1` gave APJ agonist -5.3, UPR XBP1 act -1.5, Mdm2-MdmX inh 8.9, TIM10 inh -1.9, tim23-1 inh 1.4, NR3A LBD binder 0.4, CHOP UPR activ 2.6, tim10-1 inh -11.0 and NLRP3 yeast inh 13.0.
For COCCn1c(SC(C)C(=O)NCC2CCCO2)nc2scc(-c3ccc(F)cc3)c2c1=O (stereo not given) the results were APJ agonist 2.8, UPR XBP1 act -0.1, Mdm2-MdmX inh 5.1, TIM10 inh 8.8, tim23-1 inh 15.7, NR3A LBD binder 0.9, CHOP UPR activ 0.6, tim10-1 inh -9.7 and NLRP3 yeast inh 17.2.

Compound activity as filed in PubChem.
